# Insulin prom up: MIN6 insulin promoter up-regulation; MIN6 insulin promoter-GFP reporter, high-content imaging; stronger effect = higher value; z-score at 5 µM; actives 0.3% (n = 190,000);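 active = z-score above 3 at 5 µM with at least 500 cells counted in the well; inconclusive = wells under 500 cells, flagged as cytotoxic or low count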
# Salmonella PhoP GFP: PhoP-dependent GFP reporter repression – Salmonella Typhimurium, primary screen (AID 1863); S. Typhimurium PhoP-regulated promoter GFP reporter, 4 h; higher % means a stronger effect; one-dose inhibition, % at 50 µM; IC50 in µM for titrated hits; actives 0.16% (n = 300,000);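 active = inhibition over 29.93%, a cutoff 3 SD above the screen mean, later confirmed by dose response; inconclusive = inhibition over 29.93% but no dose response follow-up; inactive = inhibition at most 29.93% or unconfirmed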;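 also: 0% = low Mg2+ inducing control and 100% = high Mg2+ repressing control; strong numbers were not always called active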
# T cell HTS: T cell immune modulators affecting CD8 T cell-vesicle binding | 2C CD8+ T cell-vesicle binding, flow cytometry; stronger effect = lower value | calls only at 7 µM | actives 0.068% (n = 330,000);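 active = response, share of CD8 T cells binding vesicles, and their 90th percentile fluorescence all below set limits, cut at about 80% in these data, passing the limit was not always enough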
#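 Material: murine 2C transgenic CD8+ T lymphocytes / Also added: QL9-peptide-loaded Drosophila micro-vesicles bearing Ld, ICAM-1 and B7-1 / Schedule: binding step 1.5 h, 37 °C, antibody labelling 20 min, ice / Signal: flow cytometry, PE anti-B7-1 (FL2) versus Alexa647 anti-CD8 (FL8), PFA-fixed / Evaluation: percent CD8+ FL2 mean versus row control / Benchmarks: naked versus QL9-loaded vesicles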
# MT stabilize HCS: microtubule stabilization, imaging screen; HeLa tubulin immunostaining HCS, 24 h; share of cells brighter than vehicle mean+2SD; % tubulin-high responders, % at 10 µM; actives 0.83% (n = 200,000); AID 2205;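 active = plate Z-score above 3 for both tubulin-high and condensed-nucleus cell shares, with cell loss under 80%, at 10 µM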;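 also: anti alpha tubulin signal scored within the nucleus-defined area of each cell; some results filed as inactive read as strong as hits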
# Autophagy mod: alters autophagy in cells | actives 0.98% (n = 190,000) | calls only at 10 µM (by protocol) | MEF GFP-LC3 puncta imaging; test concentration mostly 10 µM;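 active = percentage of spot-positive cells more than 3 SD above its plate mean, without a fluorescence outlier flag or 80% toxicity; inconclusive = no clear call, values can overlap the other calls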;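 also: spot-positive cell cutoff set from DMSO-treated cells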
# b-catenin transl: modulators of beta-catenin nuclear translocation | HeLa beta-catenin nuclear translocation, immunofluorescence imaging | actives 0.3% (n = 190,000) | nuclear translocation activity, % at 5 µM;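 active = nuclear translocation activity above 50% at 5 µM, with a well cell count of 50 or more; inconclusive = wells under 50 cells across six images, flagged as toxic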;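 also: per-cell ratio of nuclear to cytoplasmic median beta-catenin stain intensity; plate controls were DMSO negative control for no effect and GSK-3 inhibitor IX positive control for full effect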
#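 Test system: human HeLa cell line; Doses: 5 µM primary, 0.02–20 µM confirmation; Incubation: 24 h compound exposure, 37°C; Detection: beta-catenin immunofluorescence imaging with DAPI; Read-out: beta-catenin nuclear/cytoplasmic ratio, % activation.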
# Lipid droplet: hepatic lipid droplet formation modulation. actives 0.4% (n = 240,000). AML12 mouse hepatocytes, oleate lipid droplets, BODIPY imaging. AID 1656. inhibition, % at 6.5 µM;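 active = lipid droplet intensity inhibited by at least 50%, with more than 500 cells counted; inconclusive = wells with under 300 cells, treated as cytotoxic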
#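 Material – AML12 mouse liver cells · Also added – oleate loading, 100 µM · Compound dosing – 6.5 µM single-point dosing · Times – overnight treatment with compound plus oleate · Measured by – fluorescence imaging, 20x objective, two fields per well · Read-out – percent inhibition of filter-corrected integrated lipid droplet intensity per well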
# CSM14.1 death rescue: protection against thapsigargin-triggered cell killing – 384-well, CSM14.1, ATP luminescence, primary screen (AID 1222) | CSM14.1 thapsigargin-induced death rescue, ATP luminescence; higher % means a stronger effect | one-dose cellular ATP content (survival), % at 20 µM; EC50 in µM for titrated hits | 190,000 tested, under 10 active;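 active = EC50 below 50 µM in the dose-response confirmation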;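 also: death triggered by thapsigargin at about 15 µM added after 2 h compound pretreatment; cell ATP read after overnight thapsigargin exposure of roughly 18 to 22 hours; normalized against plate controls of thapsigargin alone and 5% DMSO vehicle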
# Dynein transport: dynein cargo transport inhibition; 3617.4 mouse cells, GR-EGFP nuclear translocation imaging; test concentration mostly 20 µM; stimulated with dexamethasone, 1 µM; stronger effect = lower value; z-score, hits read low; actives 0.47% (n = 220,000); AID 1381;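 active = plate z-score of nuclear minus cytoplasmic receptor signal below a set negative limit, without overly bright fluorescence or cell loss, cut at about -3.5 in these data, passing the limit was not always enough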;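 also: z-score of nuclear minus cytoplasmic ring GR-EGFP intensity difference per well; some compounds called inactive have numbers as strong as hits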
#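 medium = tetracycline-free induction medium containing charcoal-stripped FBS | probe or stimulus = dexamethasone, 1.0 µM final | timing = 48 h induction, then 1 h compound, then 30 min agonist, 37 °C | detection = automated 10x imaging of fixed Hoechst-stained cells | read-out basis = nuclear versus cytoplasmic GR-EGFP signal, averaged per well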
# Dynein transport cytoplasmic EGFP: also measured in Dynein transport; calls as there; z-score; measured here: cytoplasmic GR-EGFP intensity; stronger effect = higher value
# Dynein transport nuclear GR-EGFP: recorded beside Dynein transport, whose call it bears; z-score; measured here: nuclear GR-EGFP intensity;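 lower value marks the stronger effect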
# Dynein transport cell count: recorded beside Dynein transport, whose call it bears; z-score; measured here: cell count per field
# Insulin prom up cell count: second read-out of Insulin prom up, no call of its own (marks repeat the call); cell count; measured here: cytotoxicity, nuclei count;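 total cells summed across four imaged fields per well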
# Lipid droplet cells 6.5 µM: further read-out of Lipid droplet, marked with its call; cell count; measured here: cell count, cytotoxicity flag;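 cells counted across two imaged fields per well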
# b-catenin transl cell count 5 µM: second read-out of b-catenin transl, no call of its own (marks repeat the call); cell count; measured here: cell count, cytotoxicity flag
# T cell HTS vesicle-bound %: also measured in T cell HTS; calls as there; double positive events, %; measured here: CD8+ vesicle-bound cell fraction;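 binding gate set so that unloaded-vesicle control wells show 10% double positive cells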
# MT stabilize HCS Hoechst-high %: recorded beside MT stabilize HCS, whose call it bears; % Hoechst-high responders; measured here: nuclear condensation Hoechst responders;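 share of cells brighter than vehicle mean plus two SD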
# MT stabilize HCS cytotoxicity %: recorded beside MT stabilize HCS, whose call it bears; toxicity, %; measured here: cytotoxicity by cell density;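 0% = mean cell density of plate MIN control wells and 100% = no cells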
# Autophagy mod cell loss 18 h: recorded beside Autophagy mod, whose call it bears; toxicity, %; measured here: cell loss, nuclei count;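 cell loss after 18 h compound exposure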
# * hit, by the source's call; i = inactive; ? = inconclusive; . = no result given.
# Every second line gives: Insulin prom up	Insulin prom up cell count	Salmonella PhoP GFP	T cell HTS	T cell HTS vesicle-bound %	MT stabilize HCS	MT stabilize HCS Hoechst-high %	MT stabilize HCS cytotoxicity %	Autophagy mod	Autophagy mod cell loss 18 h	b-catenin transl	b-catenin transl cell count 5 µM	Lipid droplet	Lipid droplet cells 6.5 µM	CSM14.1 death rescue	Dynein transport	Dynein transport cytoplasmic EGFP	Dynein transport nuclear GR-EGFP	Dynein transport cell count
CCCC1(C(=O)OC)NC(c2ccco2)C2C(=O)N(C)C(=O)C21 (stereo unspecified)
 : .	.	-3%	i	19	1.5	1.9	2.4	i	-17	0.4	1475	8	627	0.4%	1.2	-0.005	0.74	-2.1
CCSc1nnc(NC(=O)CSc2nnc(-c3c[nH]c4ccccc34)n2CC)s1
 : 1.8	1938	0%	i	32	6.8	2.6	7.0	i	6	3.1	1006	6	643	-0.9%	0.9	-0.026	0.8	-0.86
Cc1nc2c(=O)n(-c3cccc(C(F)(F)F)c3)nc(C)c2s1
 : .	.	-8%	i	40	.	.	.	.	.	-4.5	1099	-4	730	.	-0.27	-0.3	-0.38	1.2
COc1ccccc1C(=O)n1nc(-c2cccnc2)nc1NCc1ccccc1
 : -1.1	1552	-6%	.	.	1.7	1.6	0.4	i	-3	-0.3	895	1	632	-2.0%	-0.32	-0.31	0.28	0.39
CCn1cc(NC(=O)CCl)c(C)n1
 : .	.	3%	i	48	5.1	1.8	5.0	i	13	-0.6	1047	-14	677	6.5%	0.95	-0.28	0.69	-0.63
COCCCNC(=O)c1ccc2nc3ccccc3c(=O)n2c1
 : -0.12	2076	5%	.	.	4.1	2.1	5.9	i	6	-1.0	1069	7	647	-1.6%	-0.6	-0.27	-0.55	0.47
O=C1C2C3C=CC(C3)C2C(=O)N1c1nc2ccccc2s1 (stereo unspecified)
 : .	.	2%	i	40	2.6	1.1	5.1	i	-5	.	.	-6	760	-0.5%	-0.11	-0.29	-0.22	0.31
COc1cccc(CN2CCCN(S(=O)(=O)c3ccc(Br)cc3)CC2)c1
 : -0.89	1135	-3%	i	14	1.9	1.9	6.5	i	10	-0.3	1404	.	.	-1.2%	-0.63	-0.19	-0.31	0.59
O=C(COC(=O)[C@@H]1CCCN1S(=O)(=O)c1ccc(Cl)cc1)NCC(F)(F)F
 : -0.01	1278	-6%	i	47	4.9	1.6	4.0	i	-11	1.4	914	-22	607	0.4%	-0.7	-0.3	-0.66	0.64
COc1ccnc(Oc2ccc(Cl)cc2)c1C#N
 : -0.01	1019	4%	i	68	1.8	3.6	3.6	i	3	1.2	1099	-6	666	0.7%	1.7	-0.2	1.2	-0.69
COCCn1c(C)cc(C(=O)COC(=O)c2cncc(Br)c2)c1C
 : 0.51	1511	1%	i	55	1.6	3.4	7.9	i	-2	1.3	1009	-3	664	-2.6%	-0.68	-0.23	-0.4	1.6
COc1ccc(CCNC(=O)C2CCCN(S(=O)(=O)c3cccc4nonc34)C2)cc1OC (stereo unspecified)
 : -0.13	1209	-7%	i	43	1.1	1.1	7.4	i	5	-0.7	1248	7	758	0.4%	-1	-0.19	-0.55	0.57
CC(C)(C)Nc1nc(Oc2ccc(=O)n(-c3ccccc3)n2)nc(N2CCOCC2)n1
 : -0.09	2008	-5%	i	32	5.8	1.2	0.6	i	16	0.2	1013	2	672	-2.7%	-0.91	-0.26	-0.12	0.8
O=C(Cn1ncc2c(=O)oc3ccccc3c21)NCCC1=CCCCC1
 : -0.32	1163	4%	i	46	1.3	1.5	7.0	i	40	1.7	733	.	.	-1.0%	-0.38	-0.21	-0.083	0.18
Cc1ccc(C(=O)NCCc2csc(C)n2)cc1
 : -1.7	1879	3%	i	28	4.1	3.0	5.1	i	3	-0.2	1168	9	634	.	-0.28	-0.27	-0.15	0.33
Cc1cc(C(F)(F)F)nc(CCNCc2c(C(=O)N3CCCC3)nc3ccccn23)n1
 : .	.	4%	i	49	2.3	0.9	5.9	i	-9	0.7	1602	-1	591	1.5%	0.38	-0.17	0.063	-0.036
CCCc1[nH]nc2c1C(c1ccc(OCCN3CCOCC3)c(OC)c1)C(C#N)=C(N)O2 (stereo unspecified)
 : -0.31	993	5%	i	41	4.0	2.8	8.1	i	-3	-1.5	1169	.	.	0.4%	-1.8	-0.2	-0.49	1.4
Cc1cccc(N2CCN(C(=O)CS(=O)(=O)Cc3nc(-c4ccccc4F)oc3C)CC2C)c1 (stereo unspecified)
 : 1.4	1772	3%	i	17	3.1	4.1	7.7	i	-8	2.7	1060	3	586	.	0.33	-0.23	0.5	0.31
CC1(C)Cc2ccccc2C(NNC(=O)c2ccccn2)=N1
 : -0.16	812	-1%	i	25	2.5	2.5	0.2	i	18	0.1	1100	16	725	-0.6%	-0.38	-0.1	-0.19	0.48
Cc1ccccc1C(=O)NC(C(N)=O)P(=O)(OC(C)C)OC(C)C (stereo unspecified)
 : -0.39	1326	-8%	i	57	.	.	.	.	.	-3.9	1164	2	734	.	-0.76	-0.27	-0.4	0.32

# Following part
# Every second line gives: Insulin prom up	Insulin prom up cell count	Salmonella PhoP GFP	T cell HTS	T cell HTS vesicle-bound %	MT stabilize HCS	MT stabilize HCS Hoechst-high %	MT stabilize HCS cytotoxicity %	Autophagy mod	Autophagy mod cell loss 18 h	b-catenin transl	b-catenin transl cell count 5 µM	Lipid droplet	Lipid droplet cells 6.5 µM	CSM14.1 death rescue	Dynein transport	Dynein transport cytoplasmic EGFP	Dynein transport nuclear GR-EGFP	Dynein transport cell count
CCCNC(=O)OC[C@H]1O[C@H](CCO/N=C/C[C@@H]2C=C[C@H](OC(C)=O)[C@@H](COC(C)=O)O2)C=C[C@@H]1Oc1ccc(OC)cc1
 : .	.	4%	i	11	4.3	1.8	8.7	i	10	.	.	-5	728	4.1%	-0.43	0.41	0.17	0.57
O=c1c2[nH]c3ccc(F)cc3c2ncn1CCC1=CCCCC1
 : 1.1	1113	-11%	i	51	.	.	.	.	.	2.7	1291	-24	680	.	-0.38	-0.23	0.25	-0.033
C=CCN(CC=C)S(=O)(=O)c1ccc(NC(=S)NC(=O)c2ccc(-c3ccccc3)cc2)cc1
 : ?	.	-3%	i	20	2.0	2.1	5.8	i	-3	-5.5	1040	-4	763	1.8%	-0.65	-0.14	-0.28	0.68
CC(C)(C)c1cc(C(=O)N/N=C/c2ccccn2)n[nH]1
 : 1.1	1054	4%	i	32	.	.	.	.	.	-1.1	1331	4	746	.	0.48	-0.29	-0.18	0.79
Cc1ccc(-c2n[nH]c(=S)n2/N=C/c2ccc(C)s2)cc1
 : 0.35	1745	16%	i	22	1.5	1.1	4.4	i	0	-1.6	1321	.	.	-1.5%	-0.22	-0.13	-0.34	0.33
COc1ccc(C2CC(=O)c3cnc(NC(=O)c4cc(OC)cc(OC)c4)nc3C2)cc1 (stereo unspecified)
 : 0	1334	-2%	.	.	4.9	3.0	9.0	i	5	-1.7	689	.	.	0.1%	0.36	-0.24	0.36	0.2
Cc1ccc(OCCC(=O)OCC(=O)C(C)(C)C)cc1
 : 1.3	1163	-2%	i	10	2.5	1.7	6.0	i	-4	-0.7	979	-6	554	.	0.38	0.024	-0.58	0.13
Cc1cc([N+](=O)[O-])ccc1NCc1cccc2ccccc12
 : .	.	.	i	34	3.3	1.3	5.8	i	28	.	.	.	.	.	-0.72	-0.15	-0.26	0.72
Nc1c(Cl)ncnc1N/N=C/c1ccccn1
 : ?	.	31µM*	i	33	2.9	1.5	32	i	15	-1.4	702	-163	318	30%	0.97	-0.12	1.1	-1.5
CCOc1cc(/C=N\NC(=O)c2ccc(C)nc2)cc([N+](=O)[O-])c1O
 : -0.34	1936	-8%	i	44	2.7	2.2	5.4	i	8	-1.7	1006	33	685	-1.5%	-0.2	-0.25	-0.24	0.66
O=C(CSc1nc2ncccc2[nH]1)NCCc1ccccc1
 : 0.5	1460	-7%	i	18	1.5	1.6	11	i	-2	-2.6	1106	2	592	-0.9%	-0.63	-0.3	-0.066	0.3
Cn1cncc1C(=O)c1ccccc1
 : -0.56	1090	-15%	i	38	.	.	.	.	.	-0.7	1358	34	727	.	-0.33	-0.24	0.28	0.89
CCN1C(=O)/C(=C\C=C\c2ccccc2[N+](=O)[O-])SC1=S
 : 0.38	1197	-1%	.	.	4.5	3.5	6.0	i	-17	1.2	1194	-11	674	2.0%	-1.4	0.0066	-0.68	-0.094

# Screening data from PubChem BioAssay.
